S100A4 inh HTS = blocks human S100A4 binding to myosin IIA peptide; S100A4/TAMRA-MyoIIA peptide fluorescence polarization; inhibition, % at 10.7 µM; P26447; actives 0.14% (n = 360,000);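 active = mean inhibition of at least 70% across replicates, with every replicate also reaching that level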
Target sequence (P26447 whole entry, looked up): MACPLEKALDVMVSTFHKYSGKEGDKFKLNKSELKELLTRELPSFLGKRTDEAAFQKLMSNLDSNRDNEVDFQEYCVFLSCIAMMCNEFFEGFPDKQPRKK
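assay system = human S100A4 monomer with TAMRA-labelled myosin IIA peptide | also added = labelled myosin peptide probe, 5 nM | incubation = 5 min between mix addition and reading | control set = DMSO and TFP controls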
ERAP1 HTS inh = ERAP1 (human) enzyme inhibition. Q9NZ08. recombinant ERAP1, Leu-AMC fluorescence, 60 min. inhibition, % at 10.7 µM. actives 0.15% (n = 340,000);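 active = mean replicate inhibition of at least 30%, or all replicates individually reaching that 30% level; inactive = mean below 30% and not every replicate reaching it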;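 note: 0% = neutral control wells and 100% = L-leucinethiol positive control wells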
Target sequence (Q9NZ08 whole entry, looked up): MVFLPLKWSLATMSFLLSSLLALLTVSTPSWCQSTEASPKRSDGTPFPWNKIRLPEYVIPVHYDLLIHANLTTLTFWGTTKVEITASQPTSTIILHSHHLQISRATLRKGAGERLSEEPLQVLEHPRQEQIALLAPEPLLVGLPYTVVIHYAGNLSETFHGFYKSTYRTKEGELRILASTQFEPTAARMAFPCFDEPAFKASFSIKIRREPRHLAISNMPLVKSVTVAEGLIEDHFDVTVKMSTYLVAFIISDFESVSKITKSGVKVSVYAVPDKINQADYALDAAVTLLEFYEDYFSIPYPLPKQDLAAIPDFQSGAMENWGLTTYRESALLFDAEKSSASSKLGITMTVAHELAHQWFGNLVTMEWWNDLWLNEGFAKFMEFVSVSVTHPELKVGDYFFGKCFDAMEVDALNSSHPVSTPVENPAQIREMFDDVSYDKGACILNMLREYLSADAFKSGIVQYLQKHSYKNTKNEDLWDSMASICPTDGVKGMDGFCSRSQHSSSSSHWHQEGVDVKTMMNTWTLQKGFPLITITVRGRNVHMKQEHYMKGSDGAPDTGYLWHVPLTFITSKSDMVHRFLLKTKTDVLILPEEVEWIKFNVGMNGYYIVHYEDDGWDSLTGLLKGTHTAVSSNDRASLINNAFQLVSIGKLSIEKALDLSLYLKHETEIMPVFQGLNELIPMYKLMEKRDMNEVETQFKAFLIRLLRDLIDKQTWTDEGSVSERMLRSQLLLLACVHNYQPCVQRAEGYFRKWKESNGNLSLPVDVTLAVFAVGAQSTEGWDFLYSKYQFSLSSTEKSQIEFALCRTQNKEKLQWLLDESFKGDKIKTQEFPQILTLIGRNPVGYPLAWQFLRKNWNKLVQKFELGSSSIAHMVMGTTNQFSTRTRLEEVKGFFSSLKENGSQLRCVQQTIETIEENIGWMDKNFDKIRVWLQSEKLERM
FN deposit inh = fibronectin deposition inhibition; AH1F fibroblasts, Alexa488-fibronectin deposition fluorescence, overnight; inhibition, % at 12.6 µM; actives 0.086% (n = 350,000);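 active = mean inhibition across replicates of 30% or more, regardless of how many single replicates reach that level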;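 note: positive control wells lacked labelled fibronectin entirely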
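Assay system: AH1F fibroblast monolayer, labelled fibronectin deposition. Amount: 10000 cells per well. Also added: labelled fibronectin 24 nM. Compound: single-point pinned compound. Incubation: cell attachment 1 h, compound and FN exposure overnight. Detection: fluorescence after three HBSS washes, excitation 485 nm, emission 525 nm. Read-out: inhibition of fibronectin deposition signal.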
PAX8 inh HTS = inhibitors of PAX8 transcriptional activity in RMG-I cells | RMG-I TPO-luciferase reporter, SteadyGlo, 24 h | inhibition, % at 12.6 µM | actives 1.2% (n = 360,000) | AID 652154;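 active = mean replicate inhibition at least 60% with every replicate also reaching 60%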;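 note: luciferase light reporting Pax8 driven TPO promoter activity; plate controls were median of neutral control wells for no effect and mitoxantrone controls for full effect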
EWS-Fli inh = blocks EWS/Fli oncoprotein-driven transcription | A673 NR0B1-luciferase reporter, viability-normalised | inhibition, % at 12.6 µM | actives 0.67% (n = 350,000);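 active = mean inhibition of at least 50% after viability correction, with every replicate also passing that limit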;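 note: firefly luciferase signal divided by Alamar Blue viability fluorescence both relative to DMSO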
PglD inh = inhibitors of Campylobacter jejuni PglD acetyltransferase; purified PglD enzyme, DTNB colorimetric CoA detection; inhibition, % at 12.5 µM; actives 0.098% (n = 360,000); in the data active = inhibition above about 16%, passing the limit was not always enough; note: strong numbers were not always called active
LGR2 inh = Drosophila LGR2 receptor signaling inhibition; inhibition, % at 9.99 µM; HEK293 LGR2, CRE-luciferase, bursicon-stimulated, 4 h; actives 0.35% (n = 380,000); AID 720647;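 active = drop in luminescence signal, shown as inhibition above about 50% in the replicate tests, limit read from the data, passing the limit was not always enough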;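 note: agonist challenge used bursicon conditioned medium at about half maximal strength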
PGC1a acetyl inh = PGC1a acetylation modulation, inhibitor mode | inhibition, % at 15.6 µM | U2OS PGC1a acetylation, AlphaScreen anti-acetyl-lysine; with virally co-expressed GCN5 acetyltransferase | actives 0.17% (n = 350,000) | AID 651687;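 active = every replicate shows inhibition of at least 40%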;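 note: 0% = neutral control wells and 100% = positive control wells; some results beyond the cut were filed as inactive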
The depositor's hits bear a star; . = no result given. Compounds were not picked by outcome; overall some 2.1% were active at least once.

SMILES	S100A4 inh HTS	ERAP1 HTS inh	FN deposit inh	PAX8 inh HTS	EWS-Fli inh	PglD inh	LGR2 inh	PGC1a acetyl inh
Cc1ccc(S(=O)(=O)N(C)C[C@H]2Oc3c(NC(=O)Nc4ccc5c(c4)OCO5)cccc3C(=O)N([C@@H](C)CO)C[C@H]2C)cc1	1	-5	.	8	8	1	13	1
COc1cc(NC(C)=O)ccc1NC(=O)c1cc2ccccc2o1	2	2	4	-41	-72	-2	1	-8
COc1ccc(OC)c(S(=O)(=O)CC(O)COc2ccccc2Cl)c1 (centres undefined)	-7	0	4	16	4	-3	-9	3
Cc1cc(C(=O)CSc2ccc(F)cc2)cc(C)c1O	2	2	2	-160	-25	-4	-52	.
Cc1ccc(Nc2cccccc2=O)cc1	.	.	2	-188	.	-3	.	-5
CC(=O)c1ccc(Nc2nc3ccccc3nc2NS(=O)(=O)c2cccs2)cc1	-2	0	-7	12	6	7	7	.
COc1ccc(S(=O)(=O)Nc2ccc(S(=O)(=O)N3CCCCC3)cc2)cc1	.	.	2	-1	.	6	.	9
Cc1ccccc1C(=O)N1CCN(c2ccc(NC(=O)Cc3ccccc3)cc2)CC1	-6	-1	1	8	-7	-4	30	.
CN(CC(=O)Nc1ccccc1C(F)(F)F)C(=O)C1CC1	-2	-1	2	-20	-4	4	10	4
COc1ccc(C(C)NC(=O)Nc2ccc(C(C)=O)cc2)cc1OC (centres undefined)	3	2	.	-73	.	0	-38	.
O=C(C[C@@H]1C=C[C@H](NC(=O)Nc2cc(F)ccc2F)[C@H](CO)O1)Nc1ccccc1	-11	0	.	-2	-9	5	10	0
O=c1ccc(S(=O)(=O)N2CCCC2)cn1Cc1ccc(Cl)cc1Cl	1	1	4	39	-1	-3	6	7
CCOc1ccc(C(=O)Nc2cccc(-n3cnnn3)c2)cc1OCC	0	-2	-5	3	5	0	1	-2
Cc1ccc(-n2nnnc2SCC(=O)Nc2cc(C)on2)c(C)c1	5	-3	-6	4	1	1	-6	.
O=c1oc(-c2cccs2)nc2ccc(Br)cc12	.	.	1	.	.	0	9	-4
COc1ccc(C(=O)C(/C=N/O)=N/Nc2ccc(F)cc2)cc1	2	-7	2	-1	-8	.	-10	6
Cc1ccc(Oc2c(C)nc(-c3ccccc3)[nH]c2=O)cc1	-16	.	-2	11	2	.	12	.
Cc1nc2cc(NCc3ccc(Cl)cc3)ccc2n1C	-1	4	8	-114	-18	6	-7	-3
Cc1ccc(S(=O)(=O)NC(=NC2CCCCC2)c2ccc(F)cc2)cc1	5	-1	-4	-2	2	-1	13	-9
C[C@H](CO)N1C[C@H](C)[C@H](CN(C)C(=O)NC2CCCCC2)Oc2ccc(NC(=O)NC3CCCCC3)cc2C1=O	4	3	.	.	-6	7	3	2
CCOC(=O)c1c(-c2ccc(OC)cc2)oc2ccc(OCC(N)=O)cc12	-6	3	4	-18	4	-7	3	.
Cn1c(=O)c2c(nc(NCCc3ccccc3)n2Cc2ccccc2)n(C)c1=O	.	.	-3	.	.	-4	16	17
C[C@H]1CN([C@@H](C)CO)C(=O)c2cc(C3=CCCC3)cnc2O[C@H]1CN(C)C(=O)Cc1ccncc1	41	1	-1	-12	-12	-5	-4	-1
Cc1ccc(C)c(N2CCN(C(=O)CCC(=O)N3CCOc4ccc(Cl)cc43)CC2)c1	3	1	1	36	13	-2	23	.
O=C(CNC(=O)c1ccccc1)OC1CCCCC1	-16	-1	5	-121	-43	.	-48	8

A few values from the list.
Cc1ccc(S(=O)(=O)NC(=NC2CCCCC2)c2ccc(F)cc2)cc1 in ERAP1 HTS inh shows -1
COc1ccc(C(C)NC(=O)Nc2ccc(C(C)=O)cc2)cc1OC (centres undefined) in PglD inh shows 0

Filtered by structure, those above containing two or more sulfur atoms (two)
SMILES	S100A4 inh HTS	ERAP1 HTS inh	FN deposit inh	PAX8 inh HTS	EWS-Fli inh	PglD inh	LGR2 inh	PGC1a acetyl inh
CC(=O)c1ccc(Nc2nc3ccccc3nc2NS(=O)(=O)c2cccs2)cc1	-2	0	-7	12	6	7	7	.
COc1ccc(S(=O)(=O)Nc2ccc(S(=O)(=O)N3CCCCC3)cc2)cc1	.	.	2	-1	.	6	.	9

New compounds follow:
SMILES	S100A4 inh HTS	ERAP1 HTS inh	FN deposit inh	PAX8 inh HTS	EWS-Fli inh	PglD inh	LGR2 inh	PGC1a acetyl inh
CCCSc1nc(C)cc(C)c1S(C)(=O)=O	10	-2	2	5	11	.	22	2
Cc1ccc(CS(=O)Cc2ccc(C(=O)NCC(C)c3ccccc3)o2)cc1 (centres undefined)	-9	-3	8	25	.	-1	-2	1
Cc1ccccc1NC(=O)c1ccc(Nc2c([N+](=O)[O-])cc([N+](=O)[O-])c3ccccc23)cc1	6	1	.	-2	2	.	24	.
O=C(NCc1ccccc1)C1C(=O)Nc2ccccc2C(=O)N1Cc1ccccc1 (centres undefined)	-1	4	0	-16	-13	.	4	.
CC(C)NC(=O)Nc1cccc2c1O[C@@H](CN(C)C(=O)Nc1cccc3ccccc13)[C@@H](C)CN([C@H](C)CO)C2=O	43	1	.	14	5	2	-20	8
COC(=O)C1=C(C)N(CC(C)C)C(=S)NC1c1cccc(F)c1 (centres undefined)	-1	0	-5	-8	-5	.	-8	.
c1ccc(Cn2nnc3c(N4CCc5ccccc5C4)ncnc32)cc1	.	.	-3	.	.	-4	-62	2
COc1ccc(-c2ccc3c(c2)[C@@H]2[C@@H](CCN2C(=O)C2CCCCC2)[C@@H](CO)N3C)cc1	-10	1	-6	46	-3	2	-7	5
O=[N+]([O-])c1ccccc1S(=O)(=O)NC1CCCC1	4	6	3	5	1	.	3	1
Cc1noc(C)c1NC(=O)Nc1ccc2c(c1)CC(=O)N([C@@H](C)CO)C[C@@H](C)[C@H](CN(C)S(=O)(=O)c1ccc(F)cc1)O2	8	-1	.	-10	-8	-3	2	10
O=C(Cc1ccc(Cl)cc1)Nc1cccc(S(=O)(=O)N2CCCCC2)c1	-3	-4	8	15	9	3	8	8
COc1ccc(NC(=O)N(C)C[C@H]2OCCCC[C@H](C)Oc3ccc(NS(=O)(=O)c4cccs4)cc3C(=O)N([C@@H](C)CO)C[C@@H]2C)cc1	4	-4	.	.	9	-1	18	4
CC(C)CN(C(=O)COc1cccc(-n2cnnn2)c1)C1CCS(=O)(=O)C1 (centres undefined)	4	2	3	0	-1	-3	27	6
CN(C)c1ccc(/C=N/n2c(C3CCCCC3)n[nH]c2=S)cc1	-1	-3	10	-38	17	1	-3	-1
C[C@@H]1CCCCO[C@@H](CN(C)C(=O)Nc2ccc3c(c2)OCO3)[C@@H](C)CN([C@H](C)CO)C(=O)c2cc(NS(=O)(=O)c3ccc(Cl)cc3)ccc2O1	-5	-4	-3	-4	-19	1	-10	0
COCc1cc(C)nc(N/N=C/c2ccc(Cl)c(Cl)c2)c1C#N	-2	-2	-5	-12	-9	.	.	.
N#C/C(=C\c1ccc2c(c1)OCCO2)C(=O)NC1CCCCC1	-3	1	4	100*	-85	.	-31	.
Cc1noc(C(=O)Nc2c(C)nn(Cc3ccccc3)c2C)c1Cl	14	.	2	14	1	0	-2	-1
Cc1ccc(-c2nc3c(cnn3-c3ccccc3)c(=O)o2)cc1	10	-6	.	.	2	-1	7	0
Cc1onc(-c2c(F)cccc2Cl)c1C(=O)OCc1nnc(-c2ccccc2)o1	1	-1	0	15	-1	-5	-10	0
Cc1ccc(-c2nc3c(C)cc(Br)cn3c2Cc2ccccc2C(F)(F)F)cc1	-3	.	-18	9	-5	.	-17	.
CC(C)OC(=O)CSc1nnc(CNc2ccc(Cl)cc2)n1Cc1ccccc1	.	.	2	-16	.	-6	.	2
C[C@H](CO)N1C[C@H](C)[C@H](CN(C)CC2CCCCC2)Oc2ccc(NC(=O)Cc3ccccc3)cc2CC1=O	-3	-1	.	6	7	0	-20	.
CC1CCN(CCCNC(=O)CN2C(=O)CSc3ccc(S(=O)(=O)N4CCCCC4)cc32)CC1	-3	0	-4	0	1	-6	-7	14
Cc1cc(-c2ccc(Cl)cc2Cl)c(C#N)c(=O)[nH]1	1	0	-7	-7	-10	-9	-4	-7

Just LGR2 inh, for 2 of the compounds above:
smiles | LGR2 inh
CN(C)c1ccc(/C=N/n2c(C3CCCCC3)n[nH]c2=S)cc1 | -3
C[C@@H]1CCCCO[C@@H](CN(C)C(=O)Nc2ccc3c(c2)OCO3)[C@@H](C)CN([C@H](C)CO)C(=O)c2cc(NS(=O)(=O)c3ccc(Cl)cc3)ccc2O1 | -10

Further compounds follow:
SMILES	S100A4 inh HTS	ERAP1 HTS inh	FN deposit inh	PAX8 inh HTS	EWS-Fli inh	PglD inh	LGR2 inh	PGC1a acetyl inh
CN(C(=O)c1cccc(NC(=O)Cc2ccc(NC(=O)C3CCN(C(=O)C4CCCCC4)CC3)cc2)c1)C1CCC1	-2	-2	1	4	-15	0	9	2
COc1cc2c(cc1NC(=O)COC(=O)c1ccc(C(C)(C)C)cc1)oc1ccccc12	.	.	1	14	.	.	1	4
COc1ccc(N2C(=O)C3CCCN3C2=O)cc1 (centres undefined)	11	.	1	8	.	-3	.	4
C[C@@H](O)C#Cc1ccc([C@H]2[C@@H](CO)N3CCCCN(S(=O)(=O)c4ccccc4)C[C@@H]23)cc1	5	-1	.	-14	-3	1	2	-7
CCOC(=O)C1=C(C)OC2(O)c3ccccc3C(=O)C12O (centres undefined)	3	1	8	22	11	0	6	19
CC1=CC(=O)C(C(C)=Nc2ccccc2Cl)C(=O)O1 (centres undefined)	-1	-4	-10	-1	-3	0	4	4
COc1ccccc1CN1CC(C(=O)N(C)CCc2nc3ccc(F)cc3[nH]2)CCC1=O (centres undefined)	-5	-5	-13	8	-5	1	-9	1
O=C1Nc2ccc(F)cc2C12Nc1ccccc1-c1nnc(SCc3ccccc3)nc1O2 (centres undefined)	-3	-3	.	.	0	-1	-50	6
Cc1ccc(S(=O)(=O)CCC(=O)Nc2cc(C)on2)cc1	0	-1	-1	6	1	3	10	-3
COc1cc2cc(Oc3ccc4ccc(=O)oc4c3)c(=O)oc2cc1O[C@@H]1O[C@H](CO)[C@@H](O)[C@H](O)[C@H]1O	.	.	6	-104	-146	-3	-33	.
Cc1ccccc1NC(=O)CN1C(=O)COc2ccc(Cl)cc21	10	-1	-27	-10	3	-2	-4	-4
CC(C)C[C@H](NC(=O)c1nc[nH]c1C(=O)NC1CCN(C(=O)OC(C)(C)C)CC1)C(=O)OCc1ccccc1	0	0	0	17	21	-2	1	-4
C/C(=N\NC(=O)c1ccccc1)c1ccc(N2CCCCC2)cc1	-11	1	4	21	-110	-7	.	-1
CCC(OC(=O)c1nsc(Cl)c1Cl)C(=O)NCC1CCCO1 (centres undefined)	-4	6	-3	-5	-1	0	13	.
COC(=O)c1ccccc1NC(=S)N1CCC(N2CCCCC2)CC1	-14	.	7	-2	-8	.	10	-7
COc1ccc(C2c3[nH]c4ccccc4c3C[C@H]3C(=O)N(c4ccccc4C(=O)NCCN4CCOCC4)C(=O)N23)cc1 (some centres undefined)	-1	0	.	.	11	-2	-15	0
O=C(CN1CCOc2ccccc21)N1CCC(Cc2ccccc2)CC1	-3	.	6	15	5	3	-1	0
O=C(NCCS(=O)(=O)NCc1cccs1)c1ccccc1	2	-7	-1	-1	-1	0	-2	-3
Cc1c(OC(C)C(=O)NCCCN2CCOCC2)ccc2c3c(c(=O)oc12)CCC3 (centres undefined)	-1	0	4	-7	.	-2	-11	-2
COc1ccccc1CNC(=O)Cn1c(=O)oc2cc(Cl)ccc21	1	.	4	12	-5	.	9	-2
Cc1cccnc1NC(=O)CCNC(=O)c1ccccc1Cl	-4	-2	7	5	.	-3	-2	3
COCC(=O)N(C)C[C@H]1Oc2cc(-c3ccccc3)ccc2S(=O)(=O)N([C@@H](C)CO)C[C@@H]1C	-32	-2	.	-6	-11	4	-9	10

From PubChem BioAssay
